# FXIa inh: factor XIa (human) inhibition; purified FXIa, Boc-Glu-Ala-Arg-AMC fluorogenic substrate; inhibition, % at 5 µM; actives 0.14% (n = 220,000); AID 798;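 active = inhibition of at least 40%; inactive = inhibition below 40%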;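 note: fluorescence of freed AMC excited at 355 nm; 0% = enzyme without compound and 100% = no enzyme blank; many of its hits are not listed in these tables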
# FXIIa inh 1536: blocks human coagulation factor XIIa protease activity; inhibition, % at 5 µM; P00748; purified FXIIa, Boc-QGR-AMC fluorogenic substrate, 2 h; actives 0.3% (n = 220,000); AID 800; in the data active = inhibition above about 40%;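 note: 0% = enzyme with no compound and 100% = blank without enzyme; many of its hits are not listed in these tables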
# Rad51 HR inh: blocks human Rad51 in homologous recombination. Q06609. hRad51 DNA strand exchange, fluorescence dequenching. inhibition, % at 10 µM. actives 0.085% (n = 200,000). AID 1385;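 active = inhibition above 40% at the single screening dose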;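 note: 0% = DMSO control wells and 100% = blanks with heterologous ssDNA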
#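 Test system – preformed human Rad51 ssDNA filaments · Reagent – Donor/quencher-labelled 47-bp dsDNA substrate · Incubation – 37 °C 15-min filament assembly, 30-min compound preincubation, 15-min exchange · Signal – FRET fluorescence dequenching, excitation 485 nm, emission 520 nm · Read-out – percent inhibition from fluorescence, normalised to plate control and blank means · Benchmarks – plate control and blank wells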
# Furin inhibitor: human furin inhibition. P09958. purified furin, fluorogenic substrate cleavage. inhibition, % at 30 µM. actives 0.061% (n = 220,000). AID 463115; in the data active = inhibition above about 25%; note: inactives centre near -15
# PERK inh: human PERK inhibition, primary cell-based screen | inhibition, % at 5.6 µM | AID 1416 | CHO PERK-DD fusion, SEAP luminescence translation reporter | actives 0.17% (n = 220,000);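 active = inhibition above the mean inhibition of all tested compounds plus 3 SD, set separately per screening campaign, cut at about 2.9% in these data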;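 note: PERK kinase domain activated by AP20187 dimerizer at 100 nM; 0% = DMSO with dimerizer and 100% = rapamycin at 8.4 µM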
# m-calpain inh: calpain II (pig) inhibition | purified calpain II, fluorogenic peptide substrate, 30 min | inhibition, % at 16 µM | actives 0.37% (n = 220,000);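 active = inhibition above about 50%, limit read from the data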
# hK5 inh: kallikrein 5 (human) inhibition. AID 873. actives 0.59% (n = 210,000). inhibition, % at 5 µM. recombinant hK5, fluorogenic AMC substrate cleavage;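 active = inhibition of 40% or more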;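 note: 0% = enzyme controls without compound and 100% = no-enzyme blanks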
# Thrombin inh: inhibitors of human thrombin | alpha-thrombin, Boc-VPR-AMC fluorogenic substrate cleavage | inhibition, % at 5 µM | actives 0.26% (n = 220,000);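 active = inhibition at or above 40%; inactive = inhibition below 40%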;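 note: 0% = enzyme with no compound and 100% = wells without enzyme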
#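 Material: human alpha-thrombin protein; Also added: Boc-VPR-AMC substrate, 15 µM final; Timing: enzyme reaction carried out at room temperature; Signal: fluorescence, ex 355 nm, em 460 nm; Measure: % inhibition of thrombin; Controls: enzyme without compound as high, wells lacking enzyme as low.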
# Cl transport mod: modulators of human KCC2 chloride dependent transport. KCC2 cells, thallium flux FluoZin-2 fluorescence. actives 2.2% (n = 190,000). B-score of Tl+ flux slope (higher = more flux/activation; lower = inhibition) at 10 µM. AID 1456;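 active = thallium flux slope and its plate-corrected score both differing from the plate sample mean at a set confidence after two filtering rounds, in either direction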;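 note: slope of fluorescence scaled to starting intensity during 10 to 20 s after thallium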
# Target sequence (Q9H2X9 whole entry, looked up): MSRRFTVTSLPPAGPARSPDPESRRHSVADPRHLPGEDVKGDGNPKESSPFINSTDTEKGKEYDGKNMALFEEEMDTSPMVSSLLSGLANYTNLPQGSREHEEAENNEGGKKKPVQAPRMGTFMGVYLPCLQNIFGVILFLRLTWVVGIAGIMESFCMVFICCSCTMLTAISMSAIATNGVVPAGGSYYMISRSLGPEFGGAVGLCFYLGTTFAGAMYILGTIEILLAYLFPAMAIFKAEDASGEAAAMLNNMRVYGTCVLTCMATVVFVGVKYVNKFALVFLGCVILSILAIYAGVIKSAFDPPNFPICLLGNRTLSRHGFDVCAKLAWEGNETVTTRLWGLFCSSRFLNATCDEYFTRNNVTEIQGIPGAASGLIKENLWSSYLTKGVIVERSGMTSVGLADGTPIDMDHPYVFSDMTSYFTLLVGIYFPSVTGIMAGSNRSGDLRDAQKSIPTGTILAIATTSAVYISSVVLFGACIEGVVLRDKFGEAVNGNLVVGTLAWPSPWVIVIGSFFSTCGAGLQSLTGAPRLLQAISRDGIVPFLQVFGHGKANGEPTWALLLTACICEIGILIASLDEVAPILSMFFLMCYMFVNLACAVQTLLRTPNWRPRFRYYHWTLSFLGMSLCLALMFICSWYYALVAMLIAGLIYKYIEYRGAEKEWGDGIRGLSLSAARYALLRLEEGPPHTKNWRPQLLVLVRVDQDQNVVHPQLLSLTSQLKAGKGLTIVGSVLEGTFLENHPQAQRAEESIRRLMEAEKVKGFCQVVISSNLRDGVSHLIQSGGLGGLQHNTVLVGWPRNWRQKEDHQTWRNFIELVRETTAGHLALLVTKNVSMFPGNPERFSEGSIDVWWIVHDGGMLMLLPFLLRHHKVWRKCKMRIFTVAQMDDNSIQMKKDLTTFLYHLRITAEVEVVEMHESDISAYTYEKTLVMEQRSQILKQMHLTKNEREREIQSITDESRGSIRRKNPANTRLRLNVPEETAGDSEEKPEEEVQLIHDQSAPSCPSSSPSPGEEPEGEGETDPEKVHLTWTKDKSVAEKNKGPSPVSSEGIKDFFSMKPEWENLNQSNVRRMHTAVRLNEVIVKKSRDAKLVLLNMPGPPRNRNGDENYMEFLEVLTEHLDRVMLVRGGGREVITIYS
# An asterisk follows results filed as active; i = inactive; . = not tested or not shown; [ ] = dose if it differs, or a comment.
SMILES	FXIa inh	FXIIa inh 1536	Rad51 HR inh	Furin inhibitor	PERK inh	m-calpain inh	hK5 inh	Thrombin inh	Cl transport mod
COc1ccc(CC(=O)N2CC(=O)N(CCc3ccccc3)C(=O)C2)cc1	3.0	16.1	-1.4	-15.2	0.8	-9.7	-8.6	2.1	.
CC(/C=N\NC(=O)c1cc(C)oc1C)=C\c1ccccc1	-0.8	4.0	9.0	-18.8	0.6	6.9	-16.1	-6.9	-0.746
O=C(CN1C(=O)S/C(=C\c2ccccc2)C1=O)NNC(=O)c1ccccc1O	1.3	8.0	.	-7.5	0.3	-4.0	-219.7	-3.0	0.441
COc1cc(NC(=O)CN2CCC(Cc3ccccc3)CC2)c(C)cc1[N+](=O)[O-]	4.1	9.9	.	-2.8	0.1	24.6	-11.7	-2.6	-0.649
CC(C)c1ccc2oc(=O)cc(CN3CCN(c4ccc(F)cc4)CC3)c2c1	-6.1	12.6	-5.2	-14.6	-0.7	-16.3	-14.2	-15.8	.
CCOC(=O)c1sc(NC(=O)CSc2nc3ccccc3o2)c(C(=O)OCC)c1C	6.0	13.4	.	-9.0	0.3	9.4	-17.4	-1.7	0.257
O=C(CN1CCCCC1)Nc1ccccc1-c1ccccc1	7.6	3.2	6.1	-2.8[20 µM]	0.1	15.9	-18.1	-4.8	0.765
COc1ccc(CCCC(=O)NC2CCCCC2C)c(C)c1 (stereo not drawn)	0.2	10.7	-3.9	-27.4[20 µM]	0.7	-18.5	7.1	4.0	-0.0183
COc1cccc(C(=O)Nc2ccncc2)c1	-2.8	7.3	-3.8	-24.3	0.5	11.7	5.4	-5.7	.
CC(C)Oc1ccc(CNC2CCOC(C)(C)C2)cc1 (stereo not drawn)	1.4	14.3	-7.4	-21.8	0.3	-8.2	-15.7	-0.7	0.462
O=C(NC(=S)Nc1ccccc1C(F)(F)F)c1ccccc1F	-0.7	10.0	-99.7	-17.6	0.0	-16.1	-1.4	-5.0	99.3*
Cc1ccc(S(=O)(=O)c2nc(-c3ccc(F)cc3)oc2SCC(=O)NCC2CCCO2)cc1 (stereo not drawn)	5.7	6.7	6.0	-9.9[20 µM]	-0.8	24.5	-15.8	-0.3	0.819
Cc1ccc(-c2nn(C)c(=O)c3ccccc23)cc1CNS(C)(=O)=O	-9.8	-14.1	-9.6	-15.6[20 µM]	0.9	13.6	0.7	-4.3	.
CCn1c(SCC(=O)Nc2ccc3c(c2)OCCO3)nnc1-c1c[nH]c2ccccc12	-2.9	8.7	-0.5	-16.6	0.4	-8.7	3.4	3.2	-1.81
O=C(c1ccc(Cl)cc1[N+](=O)[O-])N1CCN(c2ccccn2)CC1	-1.2	6.8	9.4	-13.9	0.4	-20.0	10.9	-4.2	-1.27
O=C(CC1SC2=NCCN2C1=O)Nc1ccccc1 (stereo not drawn)	0.5	-7.5	-9.4	-28.9	0.3	-55.1	3.0	-2.9	0.552
C=CCOC(=O)/C=C/C(=O)NC(N)=O	-2.6	5.3	2.6	-9.2	0.6	-11.7	-1.6	-0.5	-0.094
CC(C)(C)NC(=O)C(=O)NNC(=O)C12CC3CC(CC(C3)C1)C2	0.7	12.0	.	-13.4[20 µM]	1.8	-13.7	2.9	-0.3	5.92*
O=C(NC1CCCc2ccccc21)c1ccc(S(=O)(=O)N2CCOCC2)cc1 (stereo not drawn)	1.5	1.3	-8.0	-15.1	1.0	-3.5	-6.4	.	-0.326
O=C(O)c1c(F)c(F)c(F)c(F)c1-c1ccc(Cl)cc1	-1.5	8.6	0.2	-20.6	1.8	13.5	-2.1	0.3	.
CCOC(=O)CSc1ncc(-c2ccccc2)nn1	1.3	5.6	-1.5	-10.7[20 µM]	0.4	-13.8	-18.2	-7.2	.
Nc1c(C(=O)NCc2ccco2)c2nc3ccccc3nc2n1CCc1ccc(F)cc1	-2.8	5.1	1.9	-20.2[20 µM]	-0.2	i	-132.9	-0.7	0.5
Cn1cc(/C=C2/SC(=O)N(CC(=O)Nc3ccc4c(c3)OCO4)C2=O)c2ccccc21	-4.9	5.0	-12.7	-31.1[20 µM]	1.7	32.9	-24.1	-2.0	.
Cc1cc(C)n(-c2nc3c(c(=O)[nH]c(=O)n3C)n2C)n1	-2.5	7.9	0.2	-20.7	0.3	-3.3	5.2	5.4	0.743
CCOC(=O)c1c(C)[nH]c(C(=O)N2CCN(c3ccc(OC)cc3)CC2)c1C	2.3	13.1	-6.7	-24.4	-0.2	36.0	11.8	20.0	0.105
CCOCCCNC(=O)C1CCN(S(=O)(=O)CC)CC1	6.9	19.4	16.3	-11.4	1.9	21.2	-2.0	4.3	.
Cc1ccc(C(=O)Nc2scc(-c3ccccc3)c2C(=O)O)o1	-0.7	5.6	-4.2	-10.9	1.0	-38.9	3.6	-5.0	-0.793
N#Cc1cc2ccc(N3CCOCC3)cc2cc1C#N	-9.9	-7.5	-0.1	-13.5[20 µM]	-0.9	.	-26.6	3.5	0.303
CC(=NCc1ccco1)c1c(O)n(C2CCCCC2)c(=O)[nH]c1=O	-2.6	10.5	-0.2	-22.4	-0.4	1.2	-0.1	-4.4	.
Cc1cnc(NS(=O)(=O)c2ccc(Cl)cc2)c(Br)c1	17.9	10.3	15.0	-7.9	2.8	-3.2	3.3	5.6	0.132

# Next section (2 carried over from the part before).
SMILES	FXIa inh	FXIIa inh 1536	Rad51 HR inh	Furin inhibitor	PERK inh	m-calpain inh	hK5 inh	Thrombin inh	Cl transport mod
CC(=NCc1ccco1)c1c(O)n(C2CCCCC2)c(=O)[nH]c1=O	-2.6	10.5	-0.2	-22.4	-0.4	1.2	-0.1	-4.4	.
Cc1cnc(NS(=O)(=O)c2ccc(Cl)cc2)c(Br)c1	17.9	10.3	15.0	-7.9	2.8	-3.2	3.3	5.6	0.132
CC1(C)OC(C)(C)/C(=C/Nc2ccccc2)C1=O	1.6	9.1	15.3	0.0	-0.3	20.4	-10.2	1.6	0.476
Cc1ccc2nc(NCc3ccccc3)[nH]c2c1	-7.5	-10.3	-0.2	-4.9	-1.5	-11.8	-167.2	-6.2	-1.26
Cc1ccc(NC(=O)Cn2nnc(C(=O)NCc3ccco3)c2N)cc1	2.2	16.9	-10.6	-8.0[20 µM]	-0.1	-26.6	4.1	-0.8	.
CC(C)CN1CCN(Cc2nc3ccccc3s2)CC1CCO (stereo not drawn)	-5.6	-0.3	6.5	-11.3	0.9	-17.3	-2.2	-15.0	0.711
Cc1cc(C(=O)N/N=C/c2c[nH]c3ccccc23)cs1	8.4	8.8	-29.0	-20.1	0.8	13.9	-10.2	-3.0	0.99
Cc1cc(NC(=O)C(=O)c2c(C)[nH]c3ccccc23)no1	-4.3	2.0	2.3	-13.8	-0.2	3.5	2.2	-9.7	0.403
COc1cc(C(=O)Nc2cc(C(F)(F)F)ccc2Cl)cc(OC)c1OC	-7.7	2.7	.	-10.2[20 µM]	-0.1	-1.1	-14.7	-17.7	-0.605
CC(=O)c1cccc(N(CC(=O)Nc2ccc(F)cc2F)S(C)(=O)=O)c1	8.8	7.6	-19.3	-14.1[20 µM]	0.2	3.4	3.7	5.7	-0.963
Cc1noc(NC(=O)c2c(-c3c(Cl)cccc3Cl)noc2C)c1[N+](=O)[O-]	0.9	9.7	-13.6	-8.6	0.0	-2.6	0.0	-4.5	.
COc1cccc(CNCC(=O)N2C(C)CCCC2C)c1 (stereo not drawn)	-2.7	14.7	-1.8	-24.4	-0.2	-25.9	15.0	-2.4	.
COc1cccc(C(C)NC(=O)c2c(F)cccc2Cl)c1 (stereo not drawn)	2.4	9.0	2.5	-11.2	0.5	-7.9	-19.1	-4.3	-0.0425
COc1ccc(C(NC(=O)/C=C/c2ccco2)c2ccc(OC)c(OC)c2)cc1 (stereo not drawn)	0.2	3.7	.	-19.5	-0.7	-8.2	-33.8	-5.2	0
O=S(=O)(NCCc1ccccc1)c1cccc2cccnc12	2.1	3.9	3.7	-12.8	0.5	-12.1	-1.9	-11.1	-0.348
OCCC1CN(Cc2cccn2-c2cccnc2)CCN1Cc1ccc(F)cc1 (stereo not drawn)	-4.2	2.1	-1.5	-19.9	0.4	-6.8	-3.4	-15.3	.
Cc1nn(Cc2ccccc2)c(Cl)c1C(=O)OCc1nnc(-c2ccccc2)o1	4.2	14.8	-5.3	-16.1	0.2	5.8	-11.1	1.6	-0.599
O=C(NCc1cccnc1)C(=O)Nc1nc(-c2ccccc2)cs1	1.3	7.4	.	-18.9	0.4	8.1	-0.3	-4.9	-0.384
COc1ccccc1-c1nnc(NC(=O)c2ccc3c(c2)OCO3)s1	-2.3	-1.5	19.4	-29.1	2.5	12.7	-7.7	-1.6	0.769
Cc1cccc(-c2nnc(SCc3ccccc3)o2)c1	18.3	30.1	2.4	-10.1[20 µM]	0.6	18.9	0.7	6.0	0.176
O=C(Nc1cccc2c1[nH]c1ccccc12)C(F)(F)F	17.4	24.1	2.5	-20.8[20 µM]	0.9	-8.5	-5.0	1.7	0.371
Cc1nc(C(C)N(C)Cc2c(C(=O)N3CCCCC3)nc3c(C)cccn23)c(C)s1 (stereo not drawn)	1.8	8.1	3.0	-27.8	1.0	-3.7	.	-0.8	-0.348
O=C(NCCN1CCOCC1)c1cc2sccc2n1Cc1ccc(F)cc1	7.0	12.8	-9.8	-13.8	-1.1	-10.4	6.0	-0.4	0
Cn1c(CSc2ncn[nH]2)nc2ccccc21	-6.7	14.7	-3.6	-22.2	1.3	0.8	4.2	4.1	0.97
Clc1ccc(-c2noc(CSc3nnc(Cc4cccs4)n3-c3ccccc3)n2)cc1	3.7	11.3	-8.1	5.3	0.1	7.5	-4.5	-0.4	-0.245
Nc1nc2n(n1)C(c1cccc(Br)c1)CC(c1ccc(F)cc1)N2 (stereo not drawn)	0.1	12.0	3.0	-11.7	0.6	-16.8	-10.6	-0.9	0.83
CCC(=O)NC(=S)Nc1cccc(Cl)c1N1CCCC1	2.1	3.2	.	-15.4	1.7	-21.8	.	-3.5	1.19
Cc1ccccc1-n1c(SCc2ccccn2)nc2n[nH]c(C)c2c1=N	1.4	1.9	-4.2	-7.3[20 µM]	-0.7	-7.0	3.2	-2.8	-1.99
CC(C)c1ccc(SCc2noc(C(=O)NCC3CCCO3)c2C(=O)O)cc1 (stereo not drawn)	-0.1	9.0	1.2	-20.8[20 µM]	1.2	-2.0	-18.6	-7.0	0.0017
Cc1cc(NC(=O)c2cncc(Br)c2)n(-c2ccccn2)n1	-0.9	7.5	.	-22.7[20 µM]	1.1	-3.6	-4.8	-1.8	0.206
CCOC(=O)CSc1nc(CC)nc2ccccc12	3.0	7.3	3.0	-12.2	0.4	17.3	-0.7	-2.1	0.312
O=C(CSc1nnc(-c2ccccc2)n1Cc1ccccc1)N1CCCC1	-1.5	8.9	-3.9	4.8	-2.2	0.2	-13.9	2.2	-0.339
Cc1[nH]c2ccc(C(=O)OCCN(C)C)cc2c1C	3.5	8.5	-5.4	-23.0[20 µM]	-0.1	-15.5	-0.3	-3.8	0.459
CN1C[C@@H]2C(c3ccccc3)C3(c4ccccc4)CC2(C3)[C@H]1c1ccccc1 (stereo partly drawn)	3.2	9.7	3.2	-27.5	.	3.0	3.7	1.2	-0.663

# Bioassay records deposited in PubChem by several laboratories.

# Only part of the results is shown; rates above refer to the full screens.
